# Screens deposited in PubChem BioAssay by Broad Institute.
# C2C12 statin – suppression of simvastatin myotoxicity. C2C12 myotubes + simvastatin, ATP luminescence, 48 h; scaled: DMSO 0, geranylgeraniol control 100. rescue of ATP level, % at 7.49 µM. hit rate 0.78% among 330,000. AID 602340;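 active = mean ATP rescue above about 67%, or every replicate alone reaching that limit, limit read from the data, passing the limit was not always enough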;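 note: myotubes were challenged with 10 µM simvastatin during compound exposure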
# ERp5 inh – blocks human ERp5 reductase activity on insulin. ERp5 insulin aggregation, absorbance 650 nm, 90 min. Q15084. inhibition, % at 9.99 µM. hit rate 0.05% among 350,000. AID 651711;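 active = mean replicate inhibition above about 25%, with every replicate also reaching it, limit read from the data, passing the limit was not always enough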
# Target sequence (Q15084 whole entry, looked up): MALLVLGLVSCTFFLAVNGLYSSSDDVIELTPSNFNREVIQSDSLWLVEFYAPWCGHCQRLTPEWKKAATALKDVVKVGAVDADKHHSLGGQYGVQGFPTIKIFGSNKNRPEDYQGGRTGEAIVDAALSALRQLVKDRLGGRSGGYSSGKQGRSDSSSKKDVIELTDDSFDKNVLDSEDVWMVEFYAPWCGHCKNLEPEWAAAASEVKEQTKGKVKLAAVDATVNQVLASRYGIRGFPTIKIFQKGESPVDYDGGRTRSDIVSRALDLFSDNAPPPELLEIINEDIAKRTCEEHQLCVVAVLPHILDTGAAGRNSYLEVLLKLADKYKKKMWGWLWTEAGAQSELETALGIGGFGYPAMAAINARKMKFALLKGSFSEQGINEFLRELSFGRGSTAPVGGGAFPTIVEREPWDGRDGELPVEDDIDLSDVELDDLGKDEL
# esBAF inh – SWI/SNF esBAF complex inhibition | mouse ES cells, Bmi1-luciferase knock-in reporter, 24 h; 100% = twice the neutral-well signal | reporter increase, % at 12.5 µM | hit rate 2% among 350,000 | AID 602393; in the data active = activation above about 40%;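 note: 0% = median of the plate's neutral control wells and 100% = double that signal; a rise in the Bmi1 reporter signal indicates esBAF inhibition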
# ARNT TACC3 PPI – ARNT/TACC3 interaction disruption. inhibition, % at 9.99 µM. hit rate 0.66% among 390,000. AlphaScreen His-ARNT PAS-B/GST-TACC3 binding, luminescence; TACC3 fragment carries E629A point mutation. Q9Y6A5;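 active = mean inhibition of replicates at least 50% and at least half of replicates each reaching 50%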;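 note: 0% = complete ARNT plus TACC3 wells and 100% = ARNT alone without TACC3; many hits fall short of the cut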
# SIRT5 inh – inhibitors of human sirtuin-5 desuccinylase. Q9NXA8. Purified SirT5, succinyl-peptide AMC, trypsin-coupled fluorescence. inhibition, % at 15 µM. hit rate 1.1% among 330,000. AID 652115; in the data active = inhibition above about 15%
# Target sequence (Q9NXA8 whole entry, looked up): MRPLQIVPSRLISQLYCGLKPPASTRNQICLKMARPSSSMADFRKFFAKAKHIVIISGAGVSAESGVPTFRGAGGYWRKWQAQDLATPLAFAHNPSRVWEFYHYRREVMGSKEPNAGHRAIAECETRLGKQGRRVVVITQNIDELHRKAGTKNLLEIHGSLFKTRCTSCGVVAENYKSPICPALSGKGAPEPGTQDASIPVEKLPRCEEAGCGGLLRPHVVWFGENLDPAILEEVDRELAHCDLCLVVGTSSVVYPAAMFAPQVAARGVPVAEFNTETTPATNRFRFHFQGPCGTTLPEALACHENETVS
# miR-122 sensor – miR-122 inhibition in Huh7 cells. Huh7 miR-122 Renilla luciferase sensor, 48 h; neutral wells = 0, positive control = 100. activation (reporter increase), % at 12.5 µM. hit rate 0.3% among 340,000;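 active = mean replicate activation score at least 90 and every replicate individually at or above 90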;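 note: higher luciferase means less miR-122 activity so hits act as miR-122 inhibitors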
# Cneo AK release – Cryptococcus neoformans lysis via adenylate kinase release; hit rate 0.2% among 360,000; AID 651654; C. neoformans lysis, adenylate kinase release luminescence, 4 h; normalised: neutral wells 0, clomiphene wells 100; lysis activity, % at 15 µM;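 active = mean lysis activity across replicates of at least 80%, whatever share of replicates individually reach that level; inactive = mean lysis activity below 80%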
#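 read-out = cell lysis signal | test system = log-phase Cryptococcus neoformans yeast cells | input = cells at 5 × 10^6 per mL | medium = fresh YPD growth medium | signal = luminescent adenylate kinase detection reagent | timing = 4 h at 37 °C static, read 1 h later | dosing = single dose | controls = Clomiphene as positive lysis control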
# An asterisk follows results filed as active; . = no result given; & = joins results of further samples; [ ] = remark or other dose.
# Order of values: C2C12 statin	ERp5 inh	esBAF inh	ARNT TACC3 PPI	SIRT5 inh	miR-122 sensor	Cneo AK release
- CC(SC(=S)N(C)Cc1cccs1)C(=O)O (stereo not drawn)
 : .	2	.	-5	-3	.	.
- CN(C)CCCNc1ncc(C(F)(F)F)cc1Cl
 : .	3	.	-8	-6	.	.
- CC(C)Oc1cccc(C(=O)NC2=NCCS2)c1
 : .	2	.	-9	1	.	-1
- C[C@H](CO)N1C[C@H](C)[C@H](CN(C)S(=O)(=O)c2ccc(Cl)cc2)OCCCC[C@H](C)Oc2ccc(NC(=O)NC3CCCCC3)cc2C1=O
 : .	-5	1	14	7	-7[16.7 µM]	-4
- CC(C)(C)OC(=O)CNC(=O)c1nc[nH]c1C(=O)N1CCc2ccccc2C1
 : -10	1	-4	2	4	-11	-3
- CN1C(=O)NC(c2ccccc2)C2=C1CN(CCc1ccccc1)C2=O (stereo not drawn)
 : 6	.	4	-15	.	4	0
- CC(=O)c1cccc(NS(=O)(=O)c2ccc(-c3cnc(C4CC4)o3)cc2)c1
 : -39	3	-18	3	-1	65	15
- CCOc1ccc(CCNC(=O)CN2C(=O)NC3(CCCCCC3)C2=O)cc1OCC
 : 10	1	0	-30	-3	-3	2
- Cc1ccc(S(=O)(=O)N2C[C@H]3C(=O)C[C@@H](c4ccc(Cl)cc4)N(S(=O)(=O)c4ccccc4C)[C@H]3C[C@H]2c2cccc(Cl)c2)cc1
 : 16	-2	-6	.	-1	6	3
- CCOc1ccc(NS(=O)(=O)c2ccc(NS(=O)(=O)c3ccc(SC)cc3)cc2)cc1
 : -33	.	1	7	.	3	9
- COc1ccc(S(=O)(=O)N(C)C[C@@H]2Oc3cc(-c4cccc(F)c4)ccc3S(=O)(=O)N([C@@H](C)CO)C[C@H]2C)cc1
 : -91	.	16	.	.	-40[16.7 µM]	.
- CNS(=O)(=O)c1ccc(N2CCCC2)c([N+](=O)[O-])c1
 : 7	-3	-2	-2	.	4	.
- O=C(CCN1C(=O)c2ccccc2C1=O)N1CCN(c2ccccn2)CC1
 : -39	.	3	.	.	10	-1
- CCS(=O)(=O)N1CCCCN2[C@H](C1)[C@H](c1ccc(-c3ccccc3C)cc1)[C@@H]2CO
 : .	8	.	9	2	10[16.7 µM]	-1
- COc1ccccc1N1CCN(C(=O)c2ccc3ncsc3c2)CC1
 : .	5	.	1	1	.	.
- COc1cc(NC(=O)c2ccccc2Cl)c2ncccc2c1
 : -20	0	-4	8	.	13	-3
- Cc1ccc(-c2ccc(CO)o2)cc1N
 : -9	5	3	-13	-2	-3	.
- CN(C)CCNC(NC(=O)c1cccs1)C(Cl)(Cl)Cl (stereo not drawn)
 : .	.	.	1	.	1	-3
- CCc1ccc(Nc2n[n+](-c3ccccc3)c(-c3ccc(SC)cc3)s2)cc1
 : -107	-1	-2	0	-2	7	2
- CCN1C(=O)CS/C1=N\S(=O)(=O)c1ccc(C)cc1
 : 7	7	-1	4	1	-3	3
- CN(C)S(=O)(=O)c1cccc(NC(=O)COc2ccc3ccccc3c2)c1
 : 0	-6	5	-9	-1	5	-7
- N#C/C(=C\c1ccc(Cl)cc1)c1n[nH]c(Cn2cncn2)n1
 : -4	5	6	4	-2	.	2
- O=C(NC1CCN(C(=O)Nc2cccc(Cl)c2)CC1)c1ccco1
 : 0	1	3	6	2	.	4
- COc1cccc(-c2n[nH]nc2C2=CC(=O)CC(C)(C)C2)c1
 : 1	0	4	.	4	5	0
- O=C(Nc1cc(F)ccc1F)N1CCCCN2[C@H](CO)[C@@H](c3ccc(-c4cccnc4)cc3)[C@H]2C1
 : 16	3	-2	-4	7	4[16.7 µM]	0
- CCCN(CCC)C(=O)c1ccccc1C(=O)N(CCC)CCC
 : 6	.	8	-2	.	-2	4
- COc1ccc(CCNC(=O)CCCn2nc(C)c([N+](=O)[O-])c2C)cc1OC
 : 3	5	-2	0	-3	-5	1
- O=C(NCc1ccncc1)NC1CCCCC1
 : .	-1	.	33	-3	.	.
- COc1cc(/C=N/NC(=O)C(N)=O)ccc1OCC(=O)N1C(C)CCCC1C (stereo not drawn)
 : .	2	.	-3	-2	.	.
- CCOC(=O)N1CCN(C(=O)COc2cccc3c2CCN(Cc2ccc(F)cc2)C3=O)CC1
 : .	.	.	11	.	-7	-1
- O=[N+]([O-])c1cn(Cc2ccccc2)cn1
 : .	-2	.	-19	-1	.	.
- CCSc1nnc(NC(=O)COc2ccccc2)s1
 : -5	5	15	-8	0	-1	2
- COc1ccccc1-c1cnc2c(c1)C(=O)N([C@@H](C)CO)C[C@H](C)[C@H](CN(C)C)O2
 : 9&-14&-13	0&-6&1	2&-1&-12	-2&-2	-4&-2&14	-3	2&37&30
- COc1ccc(/C=N/n2c(N)nc3ccccc32)cc1OC
 : -11	.	26	8	.	6	0
- CNC(=O)C[C@@H]1CC[C@@H]2[C@@H](COc3ccc(NC(=O)Nc4cc(C)cc(C)c4)cc3C(=O)N2C)O1
 : 4	.	-4	.	.	1[16.7 µM]	.
- CC1(c2ccccc2Cl)NC(=O)N(CC(=O)N2CCc3ccccc3C2)C1=O (stereo not drawn)
 : -8	-4	3	-11	-3	.	0
- CN(Cc1ccccc1)c1nc(N)c([N+](=O)[O-])c(Nc2cccc(F)c2)n1
 : 12	.	-3	-5	.	7	0
- COc1ccc(C(CC(=O)c2ccc(C)cc2)Sc2ccccc2N)cc1 (stereo not drawn)
 : 23	3	60*	.	-2	3	-6
- CCNC(=O)CC1C(=O)N(c2ccc(F)cc2)C(=O)N1CCc1sccc1C (stereo not drawn)
 : 15	1	1	-4	0	-10	.
- O=c1[nH]nc(-c2ccc(F)cc2)cc1Cc1ccccn1
 : .	2	.	7	-3	-3	0
- FC(F)(F)c1cc(-c2ccco2)nc(NCc2ccccc2)n1
 : -1	.	7	-11	.	0	-6
- O=C(Nc1ccc2nc3n(c(=O)c2c1)CCCCC3)c1ccccc1[N+](=O)[O-]
 : -22	3	21	10	1	-3	-2
- O=C(O)c1ccccc1S(=O)(=O)NCC(O)COc1ccc(Br)cc1 (stereo not drawn)
 : -20	.	-3	-5	.	-9	-5
- CCOC(=O)c1c(NC(=O)Cc2ccccc2)sc2c1CC(C)(C)NC2(C)C
 : 8	0	-9	-10	2	-12	3
- COc1ccccc1CNC(=O)c1cnc2sccn2c1=O
 : 8	0	-7	-4	.	-7	1
- Cc1cc(C)cc(-n2nnnc2SCC(=O)Nc2cccc(NC(=O)c3ccco3)c2)c1
 : 4	-4	11	2	-2	6	-1
- CCCCCCC(NC(=O)Cc1ccc2ccccc2c1)C(=O)O (stereo not drawn)
 : 9	-3	-3	-4	-2	1	0
- Cc1nc2ccccc2cc1C(=O)NCc1ccc(F)cc1
 : -15	-5	-12	-7	-1	-1	0
- FCCCOc1ccc(-c2nccc(-c3ccc(Br)cc3)n2)cc1
 : -24	.	1	-19	.	-2	6
- CCC(=O)N1C[C@@H](C)[C@H](OC)CN(C)C(=O)c2cc(NC(=O)c3cc(C)on3)ccc2OC[C@H]1C
 : 8	.	-3	.	.	-12[16.7 µM]	.
- COc1cc(NC(=O)COC(=O)c2nc3nc(C)cc(C)n3n2)cc(OC)c1
 : -9	.	-3	-7	.	-3	-9
- C[C@H]1CN([C@@H](C)CO)C(=O)c2cc(NC(=O)NC3CCCCC3)ccc2O[C@@H]1CN(C)C(=O)Nc1ccccc1
 : -6	4	-8	6	5	93*[16.7 µM]	-5
- CN(CC(=O)Nc1ccc(F)c(F)c1)S(=O)(=O)c1cccs1
 : 16	2	7	-7	1	-1	-1
- O=S(=O)(NCC[C@H]1CC[C@H](NS(=O)(=O)c2ccccc2Cl)[C@H](CO)O1)c1ccc(Cl)cc1
 : 28	2	10	4	8	.	7
- COc1cc(/C=N/NC(=O)CCn2nc(C)cc2C)ccc1O
 : 7	1	-1	1	-1	-1	1
- COc1cccc(-c2nnc(SCc3cccnc3)o2)c1
 : 5	.	23	-4	.	-8	2
- Cc1ccc(S(=O)(=O)N2[C@@H](c3ccccc3)C(C(=O)O)=CC[C@H]2c2cccc(C)c2)cc1
 : 0	4	-2	-6	.	.	11
- O=C(C[C@H]1CC[C@@H](NC(=O)c2ccc(F)cc2)[C@@H](CO)O1)NCCc1ccncc1
 : -5	6	-1	5	-2	.	-2
- Nc1ccc(N=Nc2ccccc2)c2ccccc12
 : 0	2	2	10	-1	.	0
- Cc1ccccc1OCC(=O)Nc1ccc2c(c1)OCCO2
 : .	0	.	-6	-7	.	.

# The list goes on.
# Order of values: C2C12 statin	ERp5 inh	esBAF inh	ARNT TACC3 PPI	SIRT5 inh	miR-122 sensor	Cneo AK release
- O=C(CSCc1cccc(Br)c1)N/N=C/c1ccc2c(c1)OCO2
 : 10	.	-4	-2	.	9	1
- CCCCN(C(=O)CSCc1ccc(C)cc1)c1c(N)n(Cc2ccccc2)c(=O)[nH]c1=O
 : 6	12	-3	-2	-5	-2	1
- COc1ccc(/C=N/NC(=O)c2cc(-c3ccccc3)nc3ccccc23)c(OC)c1
 : .	0	.	-14	-5	.	.
- CC1(C)Cc2cccc(OCC(=O)Nc3cccnc3Cl)c2O1
 : -3	.	.	-1	.	2	3
- O=C(CSc1nnnn1C1CCCCC1)NCc1cccc(C(=O)O)c1
 : .	.	.	-3	.	-10	0
- C[C@@H]1CN([C@H](C)CO)C(=O)c2cc(-c3ccc(F)cc3)cnc2O[C@@H]1CN(C)Cc1ccc(F)cc1
 : 14	.	10	.	.	-4[16.7 µM]	.
- CCc1cccc(C)c1NC(=O)COC(=O)Cc1ccsc1
 : -3	.	-13	0	.	-2	5
- C[C@@H]1CN([C@@H](C)CO)C(=O)c2cc(C3=CCCCC3)cnc2O[C@@H]1CN(C)Cc1ccc(C(=O)O)cc1
 : 9	-6	3	-4	0	-4[16.7 µM]	-1
- COC(=O)C1=C(C)NC(=O)CC1c1cccc(Cl)c1Cl (stereo not drawn)
 : 3	7	-12	-6	2	-3	0
- CC(C)(C)NC[C@H](O)COc1cccc2c1CCCC2=O
 : -6	-2	5	-1	1	4	-1
- CCOC(=O)c1cnc(SC)nc1Oc1cccc(NC(=O)c2ccc(Cl)cc2)c1
 : .	.	-6	-4	.	-7	-1
- Cc1ccc(NC(=O)c2noc3c2CCc2ccccc2-3)cc1
 : .	.	60*	-9	.	-5	0
- C[C@@H]1CN([C@H](C)CO)C(=O)Cc2cc(NC(=O)Nc3ccc(F)cc3)ccc2O[C@@H]1CN(C)C(=O)NC1CCCCC1
 : -3	0	-2	-5	3	2[16.7 µM]	-4
- COc1ccc(NC(C)=O)cc1NC(C)C(=O)Nc1cccc2ccccc12 (stereo not drawn)
 : 19	.	-5	0	.	-6	.
- O=C(NN=Cc1ccc(Cl)cc1Cl)c1ccccc1
 : .	-1	.	.	-4	.	0

# Compounds listed so far that contain a furan ring, fused or not:
# Order of values: C2C12 statin	ERp5 inh	esBAF inh	ARNT TACC3 PPI	SIRT5 inh	miR-122 sensor	Cneo AK release
- Cc1ccc(-c2ccc(CO)o2)cc1N
 : -9	5	3	-13	-2	-3	.
- O=C(NC1CCN(C(=O)Nc2cccc(Cl)c2)CC1)c1ccco1
 : 0	1	3	6	2	.	4
- FC(F)(F)c1cc(-c2ccco2)nc(NCc2ccccc2)n1
 : -1	.	7	-11	.	0	-6
- Cc1cc(C)cc(-n2nnnc2SCC(=O)Nc2cccc(NC(=O)c3ccco3)c2)c1
 : 4	-4	11	2	-2	6	-1

# More structures follow.
# Order of values: C2C12 statin	ERp5 inh	esBAF inh	ARNT TACC3 PPI	SIRT5 inh	miR-122 sensor	Cneo AK release
- C[C@H](CO)N1C[C@H](C)[C@H](CN(C)C(=O)Nc2cc(F)ccc2F)Oc2cc(C#CC3CCCC3)ccc2S1(=O)=O
 : 15	8	-6	-7	-1	-1[16.7 µM]	3
- CCCCNC(=O)CSc1nc2cc(OC)c(OC)cc2c(=O)n1Cc1ccc(OC)cc1
 : 20	.	-3	-6	.	10	-1
- COCCOC(=O)C1=C(C)NC(=O)NC1c1cc2c(cc1Br)OCO2 (stereo not drawn)
 : -9	3	4	-8	-6	2	2
- N#C/C(=C(/O)CN1CCCCC1)c1nc(-c2ccc(Cl)cc2)cs1
 : -66	4	60*	-4	-10	2	0
- O=C(CC1CCOCC1)Nc1ccc(Cl)c(Cl)c1
 : 3	6	30	1	-2	-2	-1
- O=C(c1ccc(F)cc1)c1ccc(N2CCCCC2)cc1
 : 3	1	36	4	0	-1	-12
